Compound activity: PubChem BioAssay, several laboratories
MRP resist rev: MRP-mediated drug resistance reversal. AID 602. H69AR cells + 2 uM doxorubicin, CellTiter-Glo, 72 h. 85,000 tested, 0.04% active. differential viability (reversal), % at 10 µM;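 active = viability drop by adding the cancer drug above about 55%, with treated viability meeting a 40% cutoff, limit read from the data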;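 also: viability without doxorubicin minus viability with 2 µM doxorubicin for each compound; larger differential means the compound sensitizes cells more to doxorubicin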
IL1B NFkB pot: enhances IL-1B driven NFkB nuclear translocation | HUVEC IL-1B NFkB p65 nuclear translocation imaging | activation, % at 2 µM | 94,000 tested, 0.3% active | AID 819;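 active = activation above 40%, about the mean plus 3 SD, also judged a hit on visual image review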;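 also: percent activation is computed from the nuclear over cytoplasmic p65 intensity ratio; values of inactives mirror those of a sister screen read the other way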
Bcl-B TR3 displacers: displacers of TR3 peptide from Bcl-B, primary screen, selectivity assay for Bfl-1 inhibitor project, biochemical, fluorescence polarization. FP displacement of FITC-TR3 peptide from Bcl-B; higher % means a stronger effect. one-dose displacement, % at 20 µM; IC50 in µM for titrated hits. 96,000 tested, 0.11% active;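 active = displacement above 50% at 20 µM plus a fluorescence interference ratio under 1.5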;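 also: plate controls were wells without compound for no effect and wells lacking Bcl-B protein for full effect; a part of the inactive calls stands beside numbers as strong as those of hits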
PLAP inhibitors HTS: inhibition of human placental alkaline phosphatase – biochemical, luminescence, HTS (AID 690); one-dose inhibition, % at 20 µM; IC50 in µM for titrated hits; purified PLAP, luminescent substrate; higher % means a stronger effect; 96,000 tested, 0.08% active; in the data active = a potency from the dose series; inactive = the rest, 99 in 100 with inhibition below about 30%; also: strong numbers were not always called active
NFkB transloc inh: blocks IL-1B driven NFkB nuclear translocation in HUVEC cells. HUVEC IL-1B NFkB p65 nuclear translocation imaging. inhibition, % at 2 µM. 94,000 tested, 0.43% active. AID 796;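 active = inhibition above about 30% together with a positive call from visual inspection of the well image, limit read from the data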;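 also: nuclear over cytoplasmic p65 intensity ratio measured by imaging; 0% = IL-1B stimulated DMSO wells and 100% = unstimulated DMSO wells; values of inactives mirror those of a sister screen read the other way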
MRP resist rev cytotoxicity: recorded beside MRP resist rev, whose call it bears; viability, %; H69AR cells, CellTiter-Glo, 72 h; measured here: cytotoxicity without doxorubicin
MRP resist rev with doxorubicin: further read-out of MRP resist rev, marked with its call; viability, %; measured here: viability with 2 uM doxorubicin; stronger effect = lower value
NFkB transloc inh cell count 2 µM: also measured in NFkB transloc inh; calls as there; cell count; measured here: cells passing quality filter;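 raw number of nuclei counted in each imaged well without normalization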
IL1B NFkB pot cell count 2 µM: second read-out of IL1B NFkB pot, no call of its own (marks repeat the call); cell count; measured here: cells passing quality filter
* = called active by the depositor; nt = not tested or not shown. A portion of the library, so the mix of outcomes need not match the whole.

cpd	canonical_smiles	MRP resist rev	MRP resist rev cytotoxicity	MRP resist rev with doxorubicin	IL1B NFkB pot	IL1B NFkB pot cell count 2 µM	Bcl-B TR3 displacers	PLAP inhibitors HTS	NFkB transloc inh	NFkB transloc inh cell count 2 µM
1	Nc1nonc1C(=O)OCC(=O)N1CCOCC1	-10	98	108	-2	130	5%	-5%	2	130
2	NC(=O)c1nsc(C(=O)N(CC(=O)NCc2ccco2)c2ccccc2F)c1N	10	76	66	-9	127	nt	nt	9	127
3	COc1ccc(-n2c(SCC(=O)OC(C)C)nnc2-c2ccccn2)cc1	10	110	100	-11	97	1%	-9%	11	97
4	COc1ccc(S(=O)(=O)NCCc2c(C)nn(C)c2Oc2ccccc2)cc1	nt	nt	nt	nt	nt	0%	-13%	nt	nt
5	COC(=O)c1ccc(N2C(=O)c3ccc(OC)c(OC)c3C2=O)cc1	-1	92	93	-8	101	-6%	20%	8	101
6	COc1ccc(-c2cc(C(=O)OCC(=O)Nc3cc(C)on3)c3ccccc3n2)cc1OC	nt	nt	nt	16	181	-6%	13%	-16	181
7	CCOC(=O)c1[nH]c2ccc(Cl)cc2c1-c1ccccc1	9	83	75	3	161	-3%	17%	-3	161
8	COc1ccc(S(=O)(=O)N(C)c2ccc(OCC(=O)Nc3cc(C)on3)cc2)cc1	14	106	91	-2	184	1%	20%	2	184
9	C=CCOc1c(CNc2nccs2)cccc1OCC	2	88	87	11	149	-7%	15%	-11	149
10	CC(C)(C)C(=O)Nc1ccccc1C(=O)Nc1ccncc1	2	80	78	22	113	nt	nt	-22	113
11	CC(C)Oc1ccc(-c2nn(-c3ccccc3)cc2/C=c2\sc3ncnn3c2=O)cc1	-7	116	123	4	179	48%	-70%	-4	179
12	Cc1ccc(-c2nsc3c(N4CCN(C(=O)c5ccco5)CC4)ncnc23)cc1	7	81	74	nt	nt	-10%	-41%	nt	nt
13	CCOC(=O)CC1=C(C(=O)OCC)C(c2ccncc2)C(C#N)=C(N)O1 (configuration not stated)	nt	nt	nt	-2	133	12%	3%	2	133
14	COc1ccccc1C(=O)NC(CCSC)C(=O)OCC(=O)NC(=O)NCc1ccco1 (configuration not stated)	1	96	95	nt	nt	-1%	1%	nt	nt
15	Cn1nnc2cc(C(=O)NCc3ccc4c(c3)OCO4)ccc21	3	93	90	6	136	4%	27%	-6	136
16	CCOC(=O)c1c(NC(=O)Cn2c(=O)oc3ccccc32)oc(C)c1C(C)=O	12	96	83	7	111	nt	nt	-7	111
17	O=S(=O)(c1ccc(F)c2ccccc12)N1CCCCC1	20	88	69	35	202	-13%	-6%	-35	202
18	COc1ccc(OCC(=O)OCCN(C)C)cc1	6	100	94	1	156	-6%	-9%	-1	156
19	CC(C)(CNC(=O)c1cc(=O)[nH]c2ccccc12)N1CCOCC1	3	101	98	-31	139	-15%	14%	31*	139*
20	O=C(CNC(=O)c1ccc(Cl)cc1Cl)OCC(=O)c1ccc2c(c1)OCCO2	nt	nt	nt	-8	154	-4%	19%	8	154
21	CC(C)(C)OC(=O)NNC(=O)c1ccc(Cl)cc1	nt	nt	nt	-3	105	1%	-10%	3	105
22	C=CCOc1c(Cl)cc(CNc2ccc(C)c(Cl)c2)cc1OC	nt	nt	nt	-11	127	11%	47%	11	127
23	O=C1C(=O)N(CCOCCO)C(c2ccccn2)/C1=C(\O)c1ccccc1 (configuration not stated)	-3	93	96	5	147	-4%	1%	-5	147
24	O=C(CN1C2=NCCCN2c2ccccc21)c1ccc2c(c1)OCO2	9	73	63	-7	70	-8%	18%	7	70
25	Cc1ccc(C(=O)NCC(=O)NCC(=O)OCc2ccc(Oc3ccc([N+](=O)[O-])cc3)cc2)cc1	nt	nt	nt	-1	149	nt	nt	1	149
26	CC(=O)N(C)c1ccc(OCC(O)CN(Cc2ccco2)S(=O)(=O)c2ccc(C)cc2)cc1 (configuration not stated)	9	63	55	14	158	-7%	-58%	-14	158
27	Cc1cc(C[n+]2ccccc2)c2nsnc2c1	10	112	102	11	62	7%	17%	-11	62
28	C/C(=N\NS(=O)(=O)c1ccc(Cl)c([N+](=O)[O-])c1)c1cc2ccccc2o1	nt	nt	nt	-7	163	10%	-59%	8	163
29	O=C(COc1ccccc1Br)N1CCN(c2ccccc2)CC1	-4	90	94	8	180	-3%	6%	-8	180
30	Cc1ccc(Cn2nnc3c(=O)n(CC(=O)NCc4ccc5c(c4)OCO5)cnc32)cc1	-28	39	66	-13	76	nt	nt	13	76
31	CCOc1ccc(CCNC(=O)c2cc3sc(Cl)cc3n2C)cc1OCC	8	102	94	-4	168	-3%	1%	4	168
32	Cc1ccc(Sc2nc(C)cc(C)c2S(C)(=O)=O)cc1	nt	nt	nt	-1	140	8%	9%	1	140
33	Cc1ccc(Nc2c([N+](=O)[O-])c(=O)n(C)c3ccccc23)cc1C	nt	nt	nt	6	78	4%	-6%	-6	78
34	Cc1ccc(CNC(=O)c2cn(C3CCCC3)c(=O)c3c2c2ccccc2n3C)o1	-19	57	77	-1	69	-8%	-53%	1	69
35	COc1cc(OC)c(Cl)cc1N	23	91	68	nt	nt	-5%	20%	nt	nt
36	CC(=O)c1cccc(NC(=O)C2CCN(S(=O)(=O)c3cccs3)CC2)c1	3	73	70	14	135	2%	18%	-14	135
37	CC1CN/C(=C\C(=O)c2ccc(Cl)cc2)C(=O)N1 (configuration not stated)	4	101	97	9	98	nt	nt	-9	98
38	CO/N=C/c1ccc(N2CCN(C(=O)c3ccc(C)cc3)CC2)c([N+](=O)[O-])c1	nt	nt	nt	-1	118	-5%	-20%	1	118
39	O=C(CC(c1ccccc1)c1ccccc1O)NCCN1CCOCC1 (configuration not stated)	-1	93	94	nt	nt	2%	-15%	nt	nt
40	COc1ccc(S(=O)(=O)Cc2ccc(C(=O)NC3CCCC3)o2)cc1	3	90	87	15	73	20%	9%	-15	73
41	O=c1[nH]c(N2CCc3ccccc3C2)nc2c1CCC2	nt	nt	nt	2	181	5%	-6%	-2	181
42	O=C(O)/C=C1\NC(=O)c2ccccc21	nt	nt	nt	4	119	12%	-13%	-4	119
43	Cc1occc1C(=O)Nc1ccc2c(c1)OCO2	12	92	79	17	140	-20%	9%	-17	140
44	Cc1cc(C)nc(Nc2ncc(O)n2-c2ccc(C)c(Cl)c2)n1	-12	92	104	9	143	2%	-86%	-9	143
45	COc1ccc(CCN2C(=O)C3C4CC(C5C(C(=O)NN)=NOC45)C3C2=O)cc1OC (configuration not stated)	3	101	98	nt	nt	-4%	-74%	nt	nt
46	CC(=O)c1cccc(NC(=O)N2CCCC2C(=O)Nc2c(C)cccc2C)c1 (configuration not stated)	4	88	84	-13	76	6%	3%	12	76
47	O=C(OCC(=O)N1CCN(c2ccccc2)CC1)c1ccccn1	0	101	100	13	117	3%	12%	-13	117
48	C=CCn1c(CCCNC(=O)C(C)(C)C)nc2ccccc21	1	96	95	nt	nt	0%	-20%	nt	nt
49	O=C(c1ccccc1)N1CCN(Cc2c[nH]c3ccccc23)CC1	7	80	73	-3	91	6%	-76%	3	91
50	Cn1c(=O)cc(SCC(=O)N2CCCC2)c2ccc(Cl)cc21	6	85	79	4	104	0%	-11%	-4	104
51	CCN1CCN(C(=S)NCCc2ccccc2)CC1	nt	nt	nt	-3	163	-3%	9%	3	163
52	O=S(=O)(Nc1nccs1)c1ccc(Cl)cc1	-7	87	94	10	167	-1%	13%	-10	167
53	CCOc1ccc2nc(NC(=O)CN3CCC(n4nnc5cc(C(F)(F)F)ccc54)CC3)sc2c1	-9	38	47	-5	159	12%	-2%	5	159
54	O=C(/C(=C/c1ccccc1)c1ccccc1)N1CCCCC1	nt	nt	nt	-2	155	-1%	-7%	2	155
55	CC(NO)C(C)(C)NO (configuration not stated)	nt	nt	nt	-1	170	-6%	11%	1	170
56	CS(=O)(=O)N1CCN(c2c(Cl)cccc2[N+](=O)[O-])CC1	nt	nt	nt	3	112	0%	16%	-3	112
57	O=C(NC(C(=O)O)c1ccccc1)c1ccccc1 (configuration not stated)	3	111	107	10	194	3%	-14%	-10	194
58	Cc1ccccc1NC(=O)c1ccc(F)c(S(=O)(=O)N2CCN(c3ccccn3)CC2)c1	-1	88	89	-2	106	13%	4%	2	106
59	CC(=O)COc1ccc2c3c(c(=O)oc2c1)CCCC3	-21	48	69	-1	161	-4%	-30%	1	161
60	Cn1ccnc1SCC(=O)c1cccc(Br)c1	nt	nt	nt	21	147	0%	8%	-21	147

Retrieved by structure from above, 4 records:
cpd	canonical_smiles	MRP resist rev	MRP resist rev cytotoxicity	MRP resist rev with doxorubicin	IL1B NFkB pot	IL1B NFkB pot cell count 2 µM	Bcl-B TR3 displacers	PLAP inhibitors HTS	NFkB transloc inh	NFkB transloc inh cell count 2 µM
36	CC(=O)c1cccc(NC(=O)C2CCN(S(=O)(=O)c3cccs3)CC2)c1	3	73	70	14	135	2%	18%	-14	135
59	CC(=O)COc1ccc2c3c(c(=O)oc2c1)CCCC3	-21	48	69	-1	161	-4%	-30%	1	161
45	COc1ccc(CCN2C(=O)C3C4CC(C5C(C(=O)NN)=NOC45)C3C2=O)cc1OC (configuration not stated)	3	101	98	nt	nt	-4%	-74%	nt	nt
52	O=S(=O)(Nc1nccs1)c1ccc(Cl)cc1	-7	87	94	10	167	-1%	13%	-10	167

Next section
cpd	canonical_smiles	MRP resist rev	MRP resist rev cytotoxicity	MRP resist rev with doxorubicin	IL1B NFkB pot	IL1B NFkB pot cell count 2 µM	Bcl-B TR3 displacers	PLAP inhibitors HTS	NFkB transloc inh	NFkB transloc inh cell count 2 µM
61	Cc1c(NC(=O)c2cccc(S(=O)(=O)N3CCOCC3)c2)c(=O)n(-c2ccccc2)n1C	16	105	89	26	159	6%	-20%	-26	159
62	CC(=O)NCN1CCN(CNC(C)=O)CC1	5	97	92	-17	81	18%	6%	17	81
63	CCOC(=O)c1c(C)[nH]c(C(=O)CN2C(=O)NC(CC)(c3ccccc3)C2=O)c1C (configuration not stated)	-31	37	68	17	106	1%	-59%	-17	106
64	N#CC1(c2ccccc2)CCC(=NO)CC1 (configuration not stated)	-4	95	99	-10	154	7%	7%	10	154
65	COc1ccc(OC)c(N2C(=O)[C@@H]3C(c4ccccc4Cl)=NO[C@@H]3C2=O)c1	7	97	90	-5	121	15µM*	-12%	5	121
66	CNC(=O)c1nn(-c2ccccc2)ccc1=O	nt	nt	nt	6	110	3%	-4%	-6	110
67	O=C(COc1ccccc1)NNc1c2ccccc2nc2ccccc12	nt	nt	nt	-2	142	-6%	28%	2	142
68	CCOC(=O)c1ccc(NS(C)(=O)=O)cc1	8	90	82	16	61	-2%	23%	-16	61
